# Bioassay records deposited in PubChem BioAssay by National Center for Advancing Translational Sciences (NCATS).
# CHX counter: counter-screen for Shiga toxin inhibitors: cycloheximide protein synthesis inhibition. cell reporter, cycloheximide protein synthesis inhibition counterscreen. max response, %. 300,000 compounds, 12% hits; in the data active means max response mostly above about 13%, no sharp cut-off; inactive means mostly below about 14%; further: read at 38.3 µM for the half of the compounds with a filed dose; 0% is about no effect
# Shiga toxin inh: blocks Shiga toxin action in Vero cells. AID 2315. Vero cells, Shiga toxin protein synthesis inhibition reporter. 290,000 compounds, 9.2% hits. inhibition, % at 38.7 µM; in the data active means inhibition mostly above about 28%, no sharp cut-off; inactive means mostly below about 43%; further: 0% is about no effect
# AMA1 RON2 block: disrupts binding of P. falciparum AMA1 to RON2; AlphaScreen AMA1-biotinylated RON2 peptide binding; Potency, µM (series often up to 58.2 µM), for the others: at the highest dose activity change, negative = inhibition, hits mostly inhibitors; 360,000 compounds, 0.2% hits; AID 720542;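 further: potency means the concentration at half of the fitted maximal effect; 0% = vehicle wells and -100% = peptide control; nearly all actives have a fitted effect of over 45% in size; some results filed as inactive show a strong effect at the top dose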
#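 AMA1 (3D7) with his tag at 25 nM final met compounds first, then biotinylated RON2 peptide at 25 nM; detection used donor plus acceptor beads, 10 µg/mL apiece, read by AlphaScreen after 30 min at room temperature.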
# AmpC inh detg: blocks E. coli AmpC beta-lactamase in detergent assay; 370,000 compounds, 0.041% hits; Potency, µM (highest dose often 114 µM), for inactives: at the highest dose activity change, negative = inhibition, usual class: inhibitors; AID 485294; AmpC hydrolysis of nitrocefin, absorbance 480 nm, 0.01% Triton;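 further: potency means the concentration at half of the fitted maximal effect; 0% = no-compound wells and -100% = no-enzyme wells; nearly all actives have a fitted effect of over 25% in size; some results filed as inactive show a strong effect at the top dose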
# Target sequence (P00811 whole entry, looked up): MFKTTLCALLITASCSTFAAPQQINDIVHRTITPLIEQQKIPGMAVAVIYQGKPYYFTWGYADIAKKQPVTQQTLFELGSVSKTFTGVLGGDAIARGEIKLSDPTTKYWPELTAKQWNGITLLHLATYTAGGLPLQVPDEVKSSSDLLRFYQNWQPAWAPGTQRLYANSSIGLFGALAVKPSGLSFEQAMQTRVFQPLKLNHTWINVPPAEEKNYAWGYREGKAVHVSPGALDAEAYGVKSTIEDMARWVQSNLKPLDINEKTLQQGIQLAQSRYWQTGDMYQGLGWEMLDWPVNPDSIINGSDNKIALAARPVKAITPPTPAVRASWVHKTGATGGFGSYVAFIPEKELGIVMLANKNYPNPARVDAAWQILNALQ
#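 AmpC (5.3 nM in the dispensed reagent) in 20 mM phosphate pH 7.0 with 0.01% (detergent screen) or 0.0001% Triton X-100 was preincubated with compounds for 15 min at room temperature. Nitrocefin was then added from an 800 uM solution, and hydrolysis was followed at 480 nm.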
# Giardia FBPA inh: Giardia lamblia aldolase inhibition | Potency, µM (top dose mostly 59.6 µM), inactives show at the highest dose activity, negative = inhibition, actives largely listed as inhibitors | purified Giardia FBPA | 290,000 compounds, 0.71% hits | AID 2451 | A8B2U2; further: potency means the concentration at half of the fitted maximal effect; on the % scale 0 is the no-effect control and ±100 the full control effect; nearly all actives have a fitted effect of over 55% in size
# Target sequence (A8B2U2 whole entry, looked up): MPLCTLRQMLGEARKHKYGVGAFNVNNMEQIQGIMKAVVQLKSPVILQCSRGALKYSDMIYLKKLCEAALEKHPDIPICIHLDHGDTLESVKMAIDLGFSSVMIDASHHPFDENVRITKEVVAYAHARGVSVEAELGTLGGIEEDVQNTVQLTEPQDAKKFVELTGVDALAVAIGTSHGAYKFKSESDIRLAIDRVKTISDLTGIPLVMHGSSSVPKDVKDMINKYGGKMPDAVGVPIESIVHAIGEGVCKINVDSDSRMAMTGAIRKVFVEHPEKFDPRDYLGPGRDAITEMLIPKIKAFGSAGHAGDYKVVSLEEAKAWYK
#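 40 nM FBPA preincubated 10 min at RT with compound (up to 57.5 uM final), then substrate plus GAPDH/TPI/NAD/arsenate coupling and diaphorase/resazurin added. Fluorescence read after 20 min at RT, 525/598 nm.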
# AmpC no deterg: AmpC beta-lactamase inhibition without detergent | P00811 | AmpC nitrocefin hydrolysis, absorbance 480 nm, 0.0001% Triton | Potency, µM (doses to about 57.1 µM), without a hit: top-dose activity change, negative = inhibition, most hits filed as inhibitors | 330,000 compounds, 0.52% hits;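 further: potency means the concentration at half of the fitted maximal effect; plate controls were no compound for no effect and no enzyme for full effect; nearly all actives have a fitted effect of over 20% in size; some results filed as inactive show a strong effect at the top dose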
#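 AmpC (5.3 nM in the dispensed reagent) in 20 mM phosphate pH 7.0 with 0.01% (detergent screen) or 0.0001% Triton X-100 was preincubated with compounds for 15 min at room temperature. Nitrocefin was then added from an 800 uM solution, and hydrolysis was followed at 480 nm.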
# HCMV antiviral: human cytomegalovirus inhibition; HFF cells, HCMV-luciferase reporter, 72 h; hits give low values; activity change, negative = inhibition, % at 57.5 µM; 410,000 compounds, 4.5% hits; AID 1259415; in the data active means activity change below about -60%; inconclusive means no clear call, values can overlap the other calls; inactive means above about -39%; further: on the % scale 0 is the no-effect control and ±100 the full control effect
#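 Inhibition of viral replication was scored as loss of reporter luminescence in HFFs infected with HCMV-luciferase (MOI 1 PFU/cell) for 72 h; compounds tested at 2 doses, normalized to buffer and Salinomycin controls.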
# Numbers without * were called inactive; ? = inconclusive; . = no result given; & = joins results of further samples; [ ] = another dose, or the depositor's remark. Unless noted, the call rests on the fitted dose curve; in most records, active means well fitted curve in the direction sought with a large enough effect; inconclusive means small, poorly fitted or top-dose-only effect, or another doubt; inactive means no such curve, though single readings can be large; an effect the other way counts as inactive or inconclusive.
SMILES,CHX counter,Shiga toxin inh,AMA1 RON2 block,AmpC inh detg,Giardia FBPA inh,AmpC no deterg,HCMV antiviral
Cc1ccc(-c2nnc(SCC(=O)CC(=O)Nc3ccccc3)n2C)cc1,5,-2,1%,?,7%,-26%,15
NNc1nc2sc3c(c2c(=O)n1-c1ccccc1)CCCC3,23*,75,82%[activator],-1%,?,26%,?
O=C1Cc2cc(S(=O)(=O)N3CCN(c4cccc(Cl)c4)CC3)ccc2N1,-1,-10,0%,-1%&-4%,-2%,-56%,23&4
CN(CCc1ccccn1)C(=S)NC(=O)c1ccco1,-3,-19,27%,-1%,?,-6%,51
Cc1ccc(COC(=O)c2ccc3ccccc3n2)cc1,14,67,17%,5%,-1%,-13%,9
COc1ccc(S(=O)(=O)c2c(O)c3ccc(C(=O)Nc4cccc(F)c4)cc3[nH]c2=O)cc1,8,-6,-3%,2%,19%,-37%,-22
O=C(CNC(=O)c1ccccc1)NCCc1ccc(O)c(O)c1,12,15,.,11%,-8%,-27%,-27
CCOC(=O)NC(Nc1nc2ccccc2s1)(C(=O)OCC)C(F)(F)F (stereo not given),-3,-4,-2%,-12%,3%,-1%,-32
CCN(CC)S(=O)(=O)c1ccc(C(C)NCC(=O)Nc2ccccc2C(=O)NC2CC2)cc1 (stereo not given),.,.,1%,0%,.,24%,-25
O=C1C(Cl)=C(Nc2ccc(O)cc2)C(=O)c2ccccc21,23*,48*,-3%,6%,?,-21%,-99*
Cc1cc(C)cc(OCC(=O)Nc2ccc(N3CCOCC3)cc2N2CCOCC2)c1,.,.,4%,-5%,.,88%[activator],?
COc1ccc(Br)cc1CN1CCN(Cc2c[nH]c3ccccc23)CC1,-4,13,?,1%,14µM*,27%,-100*
Cc1cccc(C)c1OCCOC(=O)c1cccc(S(=O)(=O)N2CCOCC2)c1,.,.,5%,4%,.,73%[activator],-3
COc1cccc(NC(=O)Nc2ccc3c(c2)OCO3)c1,40*,77*,-8%,-4%,?,-18%,129
CCn1cc(CN2CCCC(C(=O)c3sccc3C)C2)cn1 (stereo not given),-3,1,-3%,-3%,-2%,-10%,-14
CCS(=O)(=O)Nc1cc2c3c(c1)CCN3C(=O)CC2,-5,-9,3%,?,2%,-12%,16
Cc1cc(C)c(C(=O)COC(=O)C2CCN(c3ccc(C(F)(F)F)cn3)CC2)cc1C,.,.,21%,-2%,.,-34%,43
O=C(CSC1=NNC(c2ccccn2)S1)Nc1ccc(C(F)(F)F)cc1 (stereo not given),23*,38*,-21%,12%,6%,-45%,-75*
O=c1cc(-c2ccc(O)c(O)c2)oc2c(C3O[C@H](CO)[C@@H](O)[C@H](O)[C@H]3O)c(O)cc(O)c12 (stereo not given in full),-1,-8,9%,0%,?,1%,31
COc1ccc(C2(c3ccc(OC)cc3)NC(=O)N(CC(=O)NCC(F)(F)F)C2=O)cc1,-2,-15,5%,-10%,-1%,21%,-5
O=C(NCCc1cn2ccsc2n1)C1CCCCC1,7,-5,-4%,-10%,5%,-5%,16
O=C(CSc1ccc(-c2ccco2)nn1)Nc1cccc(F)c1,26*,39,-18%,4%,.,-33%,-36
O=C(Nc1ccc(C(=O)N2CCOCC2)cc1)c1cccc([N+](=O)[O-])c1,-3,-4,-20%,6%,2%,-18%,9
O=C(NCc1ccccc1CN1CCCC1)C1CCN(S(=O)(=O)c2ccc(Cl)cc2)CC1,.,.,14%,5%,.,37%,-15
Cc1cccc(C)c1NC(=O)C(NC=O)c1ccc(N(C)C)cc1 (stereo not given),-2,-2,8%,-19%,-4%,-8%,14
CC(=NCCN1CCOCC1)c1c(O)n(Cc2ccccc2)c(=O)[nH]c1=O,1,28,28%,-10%,-11%,1%,9
Cc1ccc(/C=N\NC(=O)Cn2c(C)nc3ccccc32)o1,-4,-19,65%[activator],-8%,-2%,-27%,13
COc1cc(C)c(CN2CCC(Oc3ccc(C(=O)N4CCCC4)cc3)CC2)cc1C,1,-7,15%,?,-4%,76%[activator],4
O=S1(=O)CCOCCCN1Cc1ccccc1Br,-4,-12,-2%,-12%,-6%,-14%,-38
COc1ccc(-n2nc(C(=O)NCC(=O)NC3CCCC(C)C3C)c3ccccc3c2=O)c(OC)c1 (stereo not given),-2,2,12%,?,-14%,-4%,-61*

# Shown tab-delimited: 13 of the compounds above
molecule	CHX counter	Shiga toxin inh	AMA1 RON2 block	AmpC inh detg	Giardia FBPA inh	AmpC no deterg	HCMV antiviral
O=C(CSC1=NNC(c2ccccn2)S1)Nc1ccc(C(F)(F)F)cc1 (stereo not given)	23*	38*	-21%	12%	6%	-45%	-75*
O=c1cc(-c2ccc(O)c(O)c2)oc2c(C3O[C@H](CO)[C@@H](O)[C@H](O)[C@H]3O)c(O)cc(O)c12 (stereo not given in full)	-1	-8	9%	0%	?	1%	31
COc1ccc(C2(c3ccc(OC)cc3)NC(=O)N(CC(=O)NCC(F)(F)F)C2=O)cc1	-2	-15	5%	-10%	-1%	21%	-5
O=C(NCCc1cn2ccsc2n1)C1CCCCC1	7	-5	-4%	-10%	5%	-5%	16
O=C(CSc1ccc(-c2ccco2)nn1)Nc1cccc(F)c1	26*	39	-18%	4%	.	-33%	-36
O=C(Nc1ccc(C(=O)N2CCOCC2)cc1)c1cccc([N+](=O)[O-])c1	-3	-4	-20%	6%	2%	-18%	9
O=C(NCc1ccccc1CN1CCCC1)C1CCN(S(=O)(=O)c2ccc(Cl)cc2)CC1	.	.	14%	5%	.	37%	-15
Cc1cccc(C)c1NC(=O)C(NC=O)c1ccc(N(C)C)cc1 (stereo not given)	-2	-2	8%	-19%	-4%	-8%	14
CC(=NCCN1CCOCC1)c1c(O)n(Cc2ccccc2)c(=O)[nH]c1=O	1	28	28%	-10%	-11%	1%	9
Cc1ccc(/C=N\NC(=O)Cn2c(C)nc3ccccc32)o1	-4	-19	65%[activator]	-8%	-2%	-27%	13
COc1cc(C)c(CN2CCC(Oc3ccc(C(=O)N4CCCC4)cc3)CC2)cc1C	1	-7	15%	?	-4%	76%[activator]	4
O=S1(=O)CCOCCCN1Cc1ccccc1Br	-4	-12	-2%	-12%	-6%	-14%	-38
COc1ccc(-n2nc(C(=O)NCC(=O)NC3CCCC(C)C3C)c3ccccc3c2=O)c(OC)c1 (stereo not given)	-2	2	12%	?	-14%	-4%	-61*

# New compounds follow.
SMILES,CHX counter,Shiga toxin inh,AMA1 RON2 block,AmpC inh detg,Giardia FBPA inh,AmpC no deterg,HCMV antiviral
COc1ccccc1/C=C1\Cc2ccccc2C1=O,32*,51*,-3%,-9%,-2%,-23%,18
CC(=O)c1c(N2CCC(C(N)=O)CC2)nc(=S)n(-c2ccccc2)c1C,-3,1,18%,?,-21%,-19%,10
CCCC(=O)NC(c1ccccc1)c1c(O)ccc2ccccc12 (stereo not given),-2,17,0%,?,2%,-44%,9
Cn1nc(C(=O)Nc2ccc3c(c2)OCCO3)cc1C(=O)O,20*,19,-2%,-9%,0%,-1%,.
CC(C)N1CCN(Cc2cccc(-n3cccn3)c2)CC1CCO (stereo not given),-2,10,-7%,6%,1%,-16%,12
CCCn1nnc(NC(=O)c2ccc3ccccc3c2)n1,44*,143*,3%,-4%,-7%,-33%,113
COc1ccc(CNC(=O)COC(=O)C2(C)CC2(Cl)Cl)cc1 (stereo not given),.,.,17%,.,.,-9%,-6
CCOC(=O)c1cnc2c(N=Nc3ccccc3)c(N)nn2c1N,41*,48,3%,?,1%,-19%,75
Cc1cccc(NC(=O)CCN2CCC(C)CC2)c1,-3,.,3%,-5%,5%,-7%,40
O=C1NC(c2ccccc2)=C(c2ccc3ccccc3n2)C(c2ccccc2)N1 (stereo not given),-2,-9,-7%,-17%,1%,-20%,2
Cc1noc(C)c1CSc1nc2ccccc2n1C,-2,21,0%,-12%,-3%,-5%,31
O=C(Oc1nsnc1N1CCCCC1)N1CCOCC1,-3,-6,16%,-4%,-4%,-12%,10
Cc1cc(C)n(C(=O)CSc2ccc(Cl)cc2)n1,-2,-6,-3%,-9%,9%,-11%,21
COc1cc(/C=C/C(=O)Nc2ccncc2)cc(OC)c1OC,-2,13,-11%,-5%,6%,-33%,-22
CCCCNC(=O)c1cc2cccc([N+](=O)[O-])c2[nH]1,22*,12,0%,4%,-23%,-49%,64
Cc1cccc(Nc2nc(N)nc(CN3CCN(Cc4ccc5c(c4)OCO5)CC3)n2)c1,-4,14,6%,-16%,4%,54%,-24
Cc1ccc(CNC(=O)C2CCC(=O)N2CCc2ccccc2)cc1 (stereo not given),-2,6,1%,-8%,5%,24%,-31
COc1ccc(/C(O)=C2/C(=O)C(=O)N(CCCC(=O)O)C2c2ccc(OC)c(OC)c2)cc1 (stereo not given),-1,20,10%,-2%,0%,-8%,46
Cc1cc(OCC(=O)NCCCN2CCOCC2)c2c(C)cc(=O)oc2c1,-3,-6,-1%,?,0%,-1%,13
CN1CCN(c2ccccc2NC(=O)Cn2ncc3c([nH]c4ccccc43)c2=O)CC1,-2,-3,3%,-1%,.,40%,?
CCCc1[nH]nc2c1C(CCc1ccccc1)C(C#N)=C(N)O2 (stereo not given),-2,-20,1%,?,-12%,-34%,-5
Cn1cc(Cl)c(/C=C(\C#N)S(=O)(=O)c2ccccc2)n1,-1,-9,-2%,-3%,-13%,-14%,129
CCCCNC(=O)NC(C(N)=O)P(=O)(OCC)OCC (stereo not given),-2,-7,10%,2%,7%,-14%,-17
COCCOC(=O)C1=C(C)OC(N)=C(C#N)C1c1ccco1 (stereo not given),7,2,-2%,-7%,-6%,-4%,20
O=C(N/N=C/c1cccnc1)c1cc(-c2ccccc2OCc2ccccc2)n[nH]1,-2,26,47%[activator],-8%,-8%,13%,?
Cc1sc2ncn(CC(=O)NCc3ccco3)c(=O)c2c1-c1ccccc1,7,-8,-5%,-7%,0%,-28%,-29
COc1cccc(N(CC(=O)NC2CCCCCC2)S(=O)(=O)c2ccccc2)c1,2,-29,-4%,2%,.,5%,-6
NC(=O)c1coc(-c2ccccc2)n1,-1,2,4%,-5%,-3%,-21%,30
COc1ccc(NC(C)=O)cc1CNC(=O)COc1c(C)c(C)cc(C)c1C,-2,-11,-3%,?,7%,134%[activator],-5
Fc1ccc(Oc2cc(N3CCOCC3)nc(-c3ccccc3)n2)c(F)c1,6,-10,-9%,-2%,-3%,-13%,-23
O=Cc1ccccc1OCc1nnsc1Cl,-1,12,1%,4%,3%,-32%,-13
Cc1cc(C)cc(OCC(=O)Nc2nc(-c3ccccn3)cs2)c1,.,.,122%[activator],-18%,.,-11%,-22
